RNase H inhibition: RNase H inhibition, HIV 1 Gag Pol polyprotein, FRET biochemical assay, screening (AID 372) | 100,000 tested, 0.77% active | one-dose inhibition, % at 10 µM; IC50 in µM for titrated hits | HIV-1 RT RNase H, FRET RNA/DNA substrate fluorescence; higher % means a stronger effect; in the data active = inhibition above about 50%
Numbers without * were called inactive. Some of the compounds tested; rates above refer to the full screens.

SMILES | RNase H inhibition
COc1cccc(C(=O)N2CCN(Cc3ccc(SC)cc3)CC2)c1 | 8%
O=C1C(Cl)=C(N2CCOCC2)C(=O)N1c1ccc(Br)cc1 | 12%
CCn1c2ccccc2c2cc(CNc3ccccc3C)ccc21 | 4%
COc1ccc2c(c1OC)C(=O)N(c1ccccn1)C2 | 8%
CCN(CC)c1ccc(C(=O)N2CCN(Cc3ccccc3)CC2)cc1 | 0%
O=C(CCCN1C(=O)/C(=C\c2ccc(F)cc2)SC1=S)Nc1ccccc1O | 23%
O=C(CN1CCSCC1)N/N=C/c1ccc(C(F)(F)F)cc1 | 9%
CCC(C(=O)Nc1ccc2ccccc2c1)c1ccccc1 (stereo not given) | 6%
Cc1ccc2nc(-c3ccc(NC(=S)NC(=O)c4cccc(Br)c4)cc3)sc2c1 | 23%
C=CCN1C(=O)/C(=C\c2ccc(-c3ccc(C(=O)OCC)cc3)o2)C(=O)NC1=S | 45%
COc1cccc(-c2cc(C(=O)Nc3sc(C)c(C)c3C(N)=O)c3ccccc3n2)c1 | 14%
COc1ccc(NC(=O)/C(=C/c2ccccc2OC)NC(=O)c2ccccc2)cc1 | 0%
COc1ccc(C(=O)NC(=S)Nc2cccc(Cl)c2C)cc1Cl | 23%
Cc1[nH]n(-c2ccc([N+](=O)[O-])cc2)c(=O)c1C=NCCc1ccc(Cl)cc1 | 25%
COc1ccc(/C=N/n2cc(-c3ccc(Cl)cc3)nc2N)cc1 | 12%
Cc1ccc(S(=O)(=O)/N=C2\C=C(n3cnc4ccccc43)C(=O)c3ccccc32)cc1 | 26%
CCOc1ccc(C(=O)Nc2ccc(N3CCOCC3)cc2)cc1Cl | 8%
CCOc1ccc(/C=N/NC(=O)C(=O)Nc2ccc(Br)cc2)cc1 | 0%
O=c1cc(-c2ccc(Cl)cc2Cl)nc(-c2ccccc2Br)o1 | 21%
COC(=O)CN(c1cccc(Br)c1)S(C)(=O)=O | 6%

Continued, starting with the last 6 of the part before.
SMILES | RNase H inhibition
COc1ccc(/C=N/n2cc(-c3ccc(Cl)cc3)nc2N)cc1 | 12%
Cc1ccc(S(=O)(=O)/N=C2\C=C(n3cnc4ccccc43)C(=O)c3ccccc32)cc1 | 26%
CCOc1ccc(C(=O)Nc2ccc(N3CCOCC3)cc2)cc1Cl | 8%
CCOc1ccc(/C=N/NC(=O)C(=O)Nc2ccc(Br)cc2)cc1 | 0%
O=c1cc(-c2ccc(Cl)cc2Cl)nc(-c2ccccc2Br)o1 | 21%
COC(=O)CN(c1cccc(Br)c1)S(C)(=O)=O | 6%
C=COCCNC(=O)C(=O)Nc1ccc(OC)cc1 | 3%
Oc1[nH]c2ccc(F)cc2c1N=Nc1nnc2c(n1)[nH]c1ccccc12 | 0%
CCCCSc1nc2c(c(=O)n1C1CCCCC1)C1(CCCC1)Cc1ccccc1-2 | 0%
CC(=O)Nc1ccc2nc(-c3ccc4nc(NC(C)=O)sc4c3)[nH]c2c1 | 3%
O=C(COc1ccc(Br)cc1)NNC(=O)c1ccccc1Cl | 0%
CC1(C)CC(=O)C=C(NCCN2CCN(C(=S)Nc3ccccc3)CC2)C1 | 8%
O=C1c2cccc3c([N+](=O)[O-])ccc(c23)N1c1ccccc1 | 56%*
COc1cc(C=NN2C(=O)C3C4C=CC(C5CC45)C3C2=O)ccc1O (stereo not given) | 12%
Cc1ccc(C(=O)O/N=C(\N)c2cccnc2)cc1[N+](=O)[O-] | 10%
O=C1c2ccc(S(=O)(=O)c3ccc4c(c3)C(=O)N(c3nccs3)C4=O)cc2C(=O)N1c1nccs1 | 0%
CCCOc1ccc(N2C(=O)C3C4C=CC(C5CC45)C3C2=O)cc1 (stereo not given) | 10%
Fc1ccccc1CN1CCc2c([nH]c3ccccc23)C1 | 1%
OC(CNc1ccc(Cl)cc1)COc1ccc(OCC(O)CNc2ccc(Cl)cc2)cc1 (stereo not given) | 30%
O=[N+]([O-])c1ccc(OCC(O)Cn2cnc3ccccc32)cc1 (stereo not given) | 2%
COc1cccc(CN2CCN(Cc3cccnc3)CC2)c1 | 0%
CCOc1ccc(N2C(=O)CC(SC(=NC)Nc3ccc4c(c3)OCO4)C2=O)cc1 (stereo not given) | 9%
O=C(O)c1cccc2c1NC(c1cccc(Cl)c1Cl)C1CC=CC21 (stereo not given) | 25%
Cc1ccc2[nH]c3c(cc(Nc4ccccc4)c4c(=O)c5ccccc5c(=O)c43)oc2c1 | 6%
Cc1ccsc1/C=C(/C#N)c1nc(-c2cc3cc(Cl)cc(Cl)c3oc2=O)cs1 | 0%
O=C(COc1ccccc1)Nc1ccc2nn(-c3ccc(Cl)cc3)nc2c1 | 41%
CC1=CCN(C(C)(C)C)CC1=O | 1%
O=C(COc1ccccc1)Nc1ccc(Br)c(Cl)c1 | 15%
COc1ccc(/C=N/NC(=O)c2ccc(C(C)(C)C)cc2)c(OC)c1 | 3%
COc1ccc(Br)cc1/C=C/C(=O)Nc1ccc(C(C)=O)cc1 | 6%
CCC1CCc2c(sc3nc(SCC(=O)NCc4ccccc4)n(-c4ccccc4)c(=O)c23)C1 (stereo not given) | 19%
CCOC(=O)C1=C(O)/C(=C/c2ccc([N+](=O)[O-])cc2)SC1=Nc1ccc(C)cc1 | 6%
COc1cc(C=NN2CCN(c3ccccn3)CC2)ccc1OCc1ccccc1 | 10%
Cc1ccc2nc(-c3cccs3)c(NC(=O)c3ccc(Cl)cc3)n2c1 | 0%
C/C(=N\NC(=S)Nc1cccc(C)c1)c1ccccc1O | 9%
O=C(ON1C(=O)CN(C(=O)c2ccccc2)C1c1ccccc1)c1ccccc1 (stereo not given) | 12%
C=CCNC(=O)/C(=C\c1ccc(Cl)cc1)NC(=O)c1ccco1 | 1%
O=C(c1ccco1)N(C(=O)c1ccco1)c1cc(C(F)(F)F)ccc1Cl | 2%
O=C1c2ccccc2-c2onc3ccc(Nc4ccc(Br)cc4)c1c23 | 4%
O=C(NC(=S)N1CCOCC1)c1cccs1 | 6%
O=C(CCCN1C(=O)c2cccc3cccc(c23)C1=O)Nc1nc(-c2cccc([N+](=O)[O-])c2)cs1 | 0%
Fc1ccccc1N1CC(c2ccccc2)C(c2cccs2)=N1 (stereo not given) | 11%
O=[N+]([O-])c1cc(C(F)(F)F)ccc1N1CCN(CCOc2nonc2-c2ccccc2)CC1 | 14%
Cc1cc(NC(=O)c2cccc3c(Br)cccc23)ccc1NC(=O)c1ccco1 | 14%
COc1ccccc1OCCNC(=O)C(c1ccccc1)c1ccccc1 | 18%
O=C(CNc1n[nH]c(=O)[nH]c1=O)N/N=C/c1ccccn1 | 8%

Quoted from above for reference:
SMILES | RNase H inhibition
O=C(COc1ccccc1)Nc1ccc(Br)c(Cl)c1 | 15%
COc1ccc(/C=N/NC(=O)c2ccc(C(C)(C)C)cc2)c(OC)c1 | 3%
COc1ccc(Br)cc1/C=C/C(=O)Nc1ccc(C(C)=O)cc1 | 6%
CCC1CCc2c(sc3nc(SCC(=O)NCc4ccccc4)n(-c4ccccc4)c(=O)c23)C1 (stereo not given) | 19%

The list goes on.
SMILES | RNase H inhibition
O=C(CN1CCCCCCC1)N/N=C/c1cccc(F)c1 | 1%
COc1ccc(C(NC(=O)c2ccccc2F)c2ccc(OC)c(OC)c2)cc1OC | 8%
COc1cc(-c2nnc(SCC(=O)N/N=C/c3ccc(OC)c(OC)c3OC)n2-c2ccccc2)cc(OC)c1OC | 0%
CC(=O)Nc1ccc(Oc2ccc3c(c2)C(=O)N(c2ccc(C)cc2C)C3=O)cc1 | 6%
NC(=O)c1ccc(C(=O)c2ccc(N)cc2)cc1N | 4%
C/C=N/Nc1nnc2c(n1)[nH]c1ccccc12 | 2%
O=C(Nc1nnc(-c2ccc(Cl)cc2Cl)s1)c1cccs1 | 11%
Clc1cccc(CN2CCN(C3CCN(Cc4ccccc4)CC3)CC2)c1 | 7%
N#CC1=C(SCC(=O)Nc2ccc(Br)cc2)NC(=O)CC1c1ccccc1Cl (stereo not given) | 5%
N#C/C(=C\c1ccc(-c2cccc(C(F)(F)F)c2)o1)C(=O)Nc1cccc2cccnc12 | 25%
Oc1ccc2cc(Br)ccc2c1/C=N/c1ncn[nH]1 | 17%
Cc1cc2nc(-c3cc(NC(=O)c4cc5ccccc5o4)ccc3O)oc2cc1C | 22%
Cc1sc(NC(=O)c2cc(-c3cccs3)nc3ccccc23)c(C(N)=O)c1C | 22%
O=C(CCN1C(=O)c2ccccc2C1=O)Nc1ccccc1C(=O)N1CCOCC1 | 1%
O=C(CN(c1ccc(Br)cc1)S(=O)(=O)c1ccccc1)NCCSc1nc2ccccc2s1 | 5%
Cc1ccc(-c2ccc(OCC(=O)Nc3cc(Cl)ccc3C)cc2)cc1 | 8%
O=C(NN1C(=O)CSC1=S)c1ccccc1 | 3%
O=C(O)c1ccc2c(c1)C(=O)N(c1nc3ccccc3s1)C2=O | 8%
CC(=O)C1=C(O)C(=O)N(C2CCCCC2)C1c1ccc(Cl)cc1 (stereo not given) | 15%
COc1ccc(Br)cc1C1SCCN1S(=O)(=O)c1ccc([N+](=O)[O-])cc1 (stereo not given) | 10%
Cc1cccc(N(C(=O)c2ccc(N)cc2)c2ccc3ccccc3c2)c1 | 22%
C/C(=N\NS(C)(=O)=O)c1ccc(Br)cc1 | 1%
Cc1ccc(C(=O)NC(=S)Nc2ccc(F)cc2)cc1 | 15%
COc1ccc(CCN2C(=O)CSC2c2ccc(Cl)cc2)cc1OC (stereo not given) | 14%
CCCCCC(=O)NN=C1CCCCCC1 | 0%
N/C(=N\OC(=O)c1cccc(I)c1)c1cccc([N+](=O)[O-])c1 | 4%
COc1cc2nc(-c3cccc(OC(C)=O)c3)oc(=O)c2cc1OC | 3%
CC(C)(C)CC(C)(C)NC(=O)c1ccc2nccnc2c1 | 4%
CCOCCOC(=O)c1cccc(NC(=O)Cc2ccccc2)c1 | 7%
Cc1ccc(C(=O)COc2cc(OCC(=O)c3ccc(C)cc3)c3c(C)cc(=O)oc3c2)cc1 | 2%
Clc1ccccc1OCCCCCN1CCCC1 | 8%
Cc1cc(N2CCN(C(=O)c3cc(F)c(F)cc3Cl)CC2)c(F)cc1[N+](=O)[O-] | 0%
CC1=CC(C)(C)Nc2ccc(OS(=O)(=O)c3ccc(C)cc3)cc21 | 27%
CCOC(=O)c1ccc(N2C(=O)CC(NCc3ccccc3)C2=O)cc1 (stereo not given) | 0%
CCOC(=O)c1nc2ccccc2[nH]c1=O | 5%
Cc1ccc(S(=O)(=O)N/N=C/c2ccccc2[N+](=O)[O-])cc1 | 7%
O=C1CC(NCCc2ccc(Cl)cc2)C(=O)N1c1ccccc1 (stereo not given) | 4%
O=C(NC(=S)Nc1ccc(-c2nc3ccccc3o2)c(O)c1)c1cccc(Br)c1 | 36%
COc1ccccc1-n1c(/C=C/c2c(C)n(C)c3ccccc23)nc2ccccc2c1=O | 20%
O=C(NN1C(=O)/C(=C/c2ccc(O)cc2)SC1=S)c1ccccc1O | 5%

Two compounds picked at random from those above, as already listed:
SMILES | RNase H inhibition
Cc1ccc(S(=O)(=O)N/N=C/c2ccccc2[N+](=O)[O-])cc1 | 7%
COc1ccc(CCN2C(=O)CSC2c2ccc(Cl)cc2)cc1OC (stereo not given) | 14%

(list continues)
SMILES | RNase H inhibition
O=C(O)c1ccc(NC(=O)c2ccc3c(c2)C(=O)N(c2ccc(C(=O)O)cc2)C3=O)cc1 | 12%
CC/C(C)=C1\C(=O)NN(c2ccc(Br)cc2)C1=O | 4%
O=C(NC(=S)Nc1ccc2oc(-c3ccccc3Cl)nc2c1)c1cccs1 | 7%
COc1cc(NC(=O)CCc2ccccc2)cc(OC)c1 | 6%
COc1ccc(C(=O)Nc2sc3c(c2C#N)CCCCC3)cc1 | 0%
COC(=O)c1cc(=O)[nH]c(Nc2nc3ccccc3o2)n1 | 0%
Cc1cccc(N2C(=O)c3ccc(-c4nc5ccccc5o4)cc3C2=O)c1 | 5%
COc1ccc(C(=O)NC(=S)Nc2ccc(N3CCOCC3)cc2)cc1Br | 14%
COc1c(Cl)cc(C(=O)Nc2cc(-c3nc4cc(C)c(C)cc4o3)ccc2C)cc1Cl | 9%
CCCCOc1ccc(N/C(N)=N/c2nc(C(F)(F)F)cc(=O)[nH]2)cc1 | 10%
COc1ccc([N+](=O)[O-])cc1N1C(=O)C2C3c4ccccc4C(C(C)=O)(c4ccccc43)C2C1=O (stereo not given) | 9%
COc1ccc(Nc2c(Cc3ccccc3)c(C)c(C#N)c3nc4ccccc4n23)cc1 | 25%
O=C(N/N=C/c1ccc(/C=N/NC(=O)c2cccc(Cl)c2)cc1)c1cccc(Cl)c1 | 10%
CC1=NNC(=O)C1CC(=O)N/N=C/c1c(O)ccc2ccccc12 (stereo not given) | 5%
O=C(O)c1ccccc1SC1CC(=O)N(c2ccc(OC(F)F)cc2)C1=O (stereo not given) | 7%
CCC(=O)NC(c1cccc([N+](=O)[O-])c1)c1c(O)ccc2ccccc12 (stereo not given) | 3%
O=[N+]([O-])c1cc2c(cc1CC1CC1(Cl)Cl)OCCO2 (stereo not given) | 14%
O=C(Nc1ccc(NC(=O)c2ccccc2Br)cc1)c1ccccc1Br | 7%
Cc1cccc(-c2nc3cc(NC(=O)c4ccccc4[N+](=O)[O-])ccc3o2)c1 | 14%
Cc1ccc2oc(-c3ccc(C)c(NC(=O)c4cccc(Cl)c4Cl)c3)nc2c1 | 54%*
COc1ccc2c(c1)c(/C=C/c1nc3ccccc3c(=O)n1-c1cccc([N+](=O)[O-])c1)c(C)n2C | 26%
NC(=O)CC(=O)NC12CC3CC(CC(C3)C1)C2 | 0%
O=C(CSc1nc2ccccc2s1)c1ccc(-c2ccccc2)cc1 | 9%
O=C(CCNc1ccc2ccccc2c1)c1ccc([N+](=O)[O-])cc1 | 22%
COc1cc(N=Cc2c(O)n(C)c(=O)n(C)c2=O)cc(OC)c1OC | 0%

3 structures out of the list, sorted by SMILES length, smallest number first.
SMILES | RNase H inhibition
NC(=O)CC(=O)NC12CC3CC(CC(C3)C1)C2 | 0%
COc1cc(N=Cc2c(O)n(C)c(=O)n(C)c2=O)cc(OC)c1OC | 0%
COc1ccc2c(c1)c(/C=C/c1nc3ccccc3c(=O)n1-c1cccc([N+](=O)[O-])c1)c(C)n2C | 26%

Assay outcomes deposited in PubChem by MTDP.
